ERAP1 inh = blocks human ERAP1 aminopeptidase activity | 0.15% of 340,000 active | recombinant ERAP1, Leu-AMC fluorescence, 60 min | inhibition, % at 10.7 µM | Q9NZ08;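 active means mean replicate inhibition of at least 30%, or all replicates individually reaching that 30% level; inactive means mean below 30% and not every replicate reaching it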;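 further: 0% = neutral control wells and 100% = L-leucinethiol positive control wells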
Cneo AK release = causes C. neoformans cell lysis | adenylate kinase release luminescence, 4 h; normalised: neutral wells 0, clomiphene wells 100 | lysis activity, % at 15 µM | 0.2% of 360,000 active | AID 651654;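 active means mean lysis activity across replicates of at least 80%, whatever share of replicates individually reach that level; inactive means mean lysis activity below 80%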
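Assay system: log-phase C. neoformans yeast / Quantity: yeast cell density of 5 × 10^6 cells/mL / Medium: fresh YPD growth medium / Compound: single dose / Timing: static 4 h at 37 °C with compound, 1 h detection / Measured by: adenylate kinase release luminescence / Read-out: lysis from increased AK signal / Benchmarks: Clomiphene as positive lysis control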
Statin myotox sup = suppression of simvastatin myotoxicity; C2C12 myotubes + simvastatin, ATP luminescence, 48 h; scaled: DMSO 0, geranylgeraniol control 100; rescue of ATP level, % at 7.49 µM; 0.78% of 330,000 active;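 active means mean ATP rescue above about 67%, or every replicate alone reaching that limit, limit read from the data, passing the limit was not always enough; inconclusive means no clear call, values can overlap the other calls; inactive means mean under the limit and some replicate under it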;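 further: myotubes were challenged with 10 µM simvastatin during compound exposure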
S100A4 inh HTS = blocks human S100A4 binding to myosin IIA peptide; S100A4/TAMRA-MyoIIA peptide fluorescence polarization; inhibition, % at 10.7 µM; P26447; 0.14% of 360,000 active;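 active means mean inhibition of at least 70% across replicates, with every replicate also reaching that level; inconclusive means mean inhibition reaches 70% but some replicates fall short; inactive means mean inhibition below 70%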
Target sequence (P26447 whole entry, looked up): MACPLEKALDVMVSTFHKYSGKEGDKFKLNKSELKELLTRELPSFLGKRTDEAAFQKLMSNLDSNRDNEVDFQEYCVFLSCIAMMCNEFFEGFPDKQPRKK
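Test system: S100A4 monomer protein; Medium: HEPES pH 7.2 with CaCl2, KCl, NaCl, DTT, Triton; Probe or stimulus: TAMRA-labelled myosin IIA heavy-chain peptide probe, 5 nM; Doses: one dose per compound; Times: polarization read 5 min after assay mix addition, stable 5–60 min; Benchmarks: neutral control DMSO, positive control TFP.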
SIRT5 inh = blocks human SIRT5 desuccinylation of peptide. Q9NXA8. Purified SirT5, succinyl-peptide AMC, trypsin-coupled fluorescence. inhibition, % at 15 µM. 1.1% of 330,000 active. AID 652115; in the data active means inhibition above about 15%; inconclusive means no clear call, values can overlap the other calls
Target sequence (Q9NXA8 whole entry, looked up): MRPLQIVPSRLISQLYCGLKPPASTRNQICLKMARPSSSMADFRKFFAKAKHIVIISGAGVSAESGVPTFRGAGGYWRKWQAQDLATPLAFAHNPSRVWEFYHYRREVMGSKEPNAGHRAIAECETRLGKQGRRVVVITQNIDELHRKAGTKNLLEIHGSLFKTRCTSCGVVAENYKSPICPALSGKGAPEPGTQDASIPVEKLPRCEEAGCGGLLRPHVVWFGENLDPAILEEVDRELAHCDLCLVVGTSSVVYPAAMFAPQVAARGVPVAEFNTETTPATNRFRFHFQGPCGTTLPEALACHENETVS
PGC1a acetyl inh = PGC1a acetylation modulation, inhibitor mode; U2OS PGC1a acetylation, AlphaScreen anti-acetyl-lysine; with virally co-expressed GCN5 acetyltransferase; inhibition, % at 15.6 µM; 0.17% of 350,000 active;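 active means every replicate shows inhibition of at least 40%; inconclusive means mean inhibition at least 40% but some replicate below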;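 further: 0% = neutral control wells and 100% = positive control wells; some results beyond the cut were filed as inactive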
LGR2 antag = inhibitors of bursicon-induced Drosophila LGR2 receptor cAMP signaling; HEK293 LGR2, CRE-luciferase, bursicon-stimulated, 4 h; inhibition, % at 9.99 µM; 0.35% of 380,000 active; AID 720647;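 active means drop in luminescence signal, shown as inhibition above about 50% in the replicate tests, limit read from the data, passing the limit was not always enough; inconclusive means probably only some replicates passing the limit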;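 further: agonist challenge used bursicon conditioned medium at about half maximal strength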
XiGFP reactiv = X-chromosome reactivation activator. XiGFP mouse fibroblasts, % GFP-positive cells imaging, 3 d; cells co-treated with 5-aza-dC sensitizer; scaled so ellipticine positive control = 100%. activation, % at 7.58 µM. 0.055% of 360,000 active. AID 743238;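 active means mean normalized replicate activation at least 10% and every replicate at or above 10%; inconclusive means only one of the two criteria met; inactive means mean below 10% and not all replicates reach 10%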;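 further: 0% = median of on-plate neutral control wells and 100% = ellipticine 6 µM median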
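Material: SV40-immortalized XiGFP fibroblast cells, line 68-5-11 | Buffer or medium: DMEM containing 5-aza-dC | Dosing: One concentration, pinned | Times: 3 d treatment, 15 min room-temperature fixation | Controls: Ellipticine 6 µM positive control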
* hit, by the source's call; ? = inconclusive; / = no result given. These rows are one share of the data; rates above refer to the full screens.

SMILES	ERAP1 inh	Cneo AK release	Statin myotox sup	S100A4 inh HTS	SIRT5 inh	PGC1a acetyl inh	LGR2 antag	XiGFP reactiv
Cc1ccc(S(=O)(=O)N(C)C[C@@H]2Oc3c(NC(=O)Nc4cccc5ccccc45)cccc3C(=O)N([C@H](C)CO)C[C@H]2C)cc1	-2.1	8.0	-15.3	-12.9	5.7	14.5	/	/
COC(=O)c1ccc2nc(-c3ccc(F)cc3)c(Cc3ccsc3)n2c1	-1.9	-0.8	-3.6	-5.1	-1.2	7.6	-16.8	0.3
CCCCC(CC)COP(=O)(OCC(CC)CCCC)OCC(CC)CCCC (stereo not drawn)	1.7	-1.5	-10.7	-3.1	/	11.0	-16.0	/
O=C1SCCN1N=Cc1ccc([N+](=O)[O-])o1	6.7	1.2	9.7	-9.7	22.3*	2.5	-4.0	0.0
Cc1noc(C)c1S(=O)(=O)Nc1ccc2c(c1)C(=O)N([C@H](C)CO)C[C@H](C)[C@H](CN(C)S(=O)(=O)c1c(C)noc1C)OCCCC[C@@H](C)O2	3.5	1.0	/	27.4	4.6	-2.2	23.4	0.0
CCOc1ccc(CC(=O)N/N=C/c2sccc2C)cc1	-0.5	0.9	-0.3	0.2	1.3	/	-12.8	0.3
COc1ccc(S(=O)(=O)N2CC[C@@H]3[C@H](CO)N(C)c4ccc(-c5ccccc5F)cc4[C@@H]32)cc1	/	-1.7	-26.1	/	/	-28.3	8.0	0.1
COC(=O)c1ccc2nc(C3CCCCC3)c(Cc3ccc(OC)cc3C)n2c1	-4.6	-0.2	-6.5	-2.7	-3.2	-2.9	-26.0	/
Cc1nc(-c2nnc(SCC(=O)Nc3ccc(C(F)(F)F)cc3)n2C)cs1	-0.4	-0.4	10.0	9.7	-3.1	/	13.9	-0.1
Cc1oc(-c2cc(F)ccc2F)nc1CN1CCC(C(=O)N2CCOCC2)CC1	-3.2	16.0	/	-4.4	2.6	/	6.3	0.3
CC(C)Cc1ccc(C(C)C(=O)Nc2ccccc2O)cc1 (stereo not drawn)	0.7	1.0	/	-3.0	-6.3	11.1	9.9	0.0
Cc1ccc(CNC(=O)c2cc(S(=O)(=O)N3CCCCC3)ccc2N2CCOCC2)cc1	-0.6	-2.2	3.1	-3.2	-1.6	-6.3	-0.4	0.0
Clc1ccccc1-c1csc(Nc2cccnc2)n1	0.6	-0.4	-9.3	20.1	0.4	-8.7	/	0.0
C[C@H](CO)N1C[C@H](C)[C@H](CN(C)S(=O)(=O)c2ccc(F)cc2)Oc2ccc(NC(=O)Nc3ccc(F)cc3)cc2CC1=O	2.0	0.6	-109.4	-62.8	-4.0	-0.2	5.0	-0.3
CN(C)C(=O)c1cccc(-c2ccc([C@H]3[C@H]4CN(C(=O)Cc5ccccc5)CC(=O)N4[C@H]3CO)cc2)c1	1.8	/	/	14.6	-3.0	7.7	-7.9	0.4
CCCCNC(=O)Cn1c(=O)c2c(ncn2CC)n(Cc2ccccc2)c1=O	-4.4	-1.8	8.9	-0.1	1.6	7.4	6.4	0.0
Cc1ncoc1C(=O)N1CCc2c([nH]c3ccccc23)C1c1ccccc1F (stereo not drawn)	-1.3	0.6	8.8	-4.6	-2.8	-7.6	9.2	-0.1
Cc1ccccc1Nc1nc(N)nc(COC(=O)[C@@H](NC(=O)c2c(F)cccc2F)C(C)C)n1	-4.0	0.8	-18.0	0.2	-2.6	/	-5.3	0.8
O=C(COC(=O)Cn1cnc2ccccc21)Nc1cccc([N+](=O)[O-])c1	4.8	2.4	1.1	23.0	0.4	2.5	3.4	0.1
CCCCCCSc1nsc(NC(=O)CCC)n1	1.1	/	/	-4.9	-6.7	-8.4	-101.1	0.0

Reprinted from the part before: two compounds; new compounds follow.
SMILES	ERAP1 inh	Cneo AK release	Statin myotox sup	S100A4 inh HTS	SIRT5 inh	PGC1a acetyl inh	LGR2 antag	XiGFP reactiv
O=C(COC(=O)Cn1cnc2ccccc21)Nc1cccc([N+](=O)[O-])c1	4.8	2.4	1.1	23.0	0.4	2.5	3.4	0.1
CCCCCCSc1nsc(NC(=O)CCC)n1	1.1	/	/	-4.9	-6.7	-8.4	-101.1	0.0
CCOc1ccc(CC(=O)N2CCN(c3ccc(N4CCOCC4)nn3)CC2)cc1OCC	-3.7	-1.0	4.3	-0.2	4.5	-10.1	13.8	0.0
COc1ccc(S(=O)(=O)NC(=O)C2(C)CCN2C(=O)c2cccc(F)c2)cc1 (stereo not drawn)	0.5	1.7	5.8	2.8	-3.4	4.0	1.5	0.1
O=C(/C=N/NC(=O)c1ccccc1Br)c1ccccc1	-4.1	/	/	-3.4	-4.2	/	-31.9	-0.2
O=C(O)COCC(=O)NCc1nc(-c2ccc(C(F)(F)F)cc2)no1	0.5	0.4	/	-3.2	-4.9	2.9	7.6	0.0
CC(C)C#Cc1ccc2c(c1)O[C@@H](CN(C)Cc1cccnc1)[C@@H](C)CN([C@@H](C)CO)S2(=O)=O	2.0	-0.5	-2.4	-22.4	2.8	-16.8	16.2	-0.8
C[C@H](CO)N1C[C@H](C)[C@@H](CN(C)S(=O)(=O)c2cn(C)cn2)Oc2ccc(NS(=O)(=O)c3cn(C)cn3)cc2CC1=O	0.3	-10.3	-5.6	2.4	-2.4	6.5	-3.0	-0.1
CCN(CC)c1ccc(S(=O)(=O)N2CCOCC2)cc1NC(=O)CSc1nnc(N)s1	-0.6	-1.1	4.3	-7.3	-5.7	/	-6.2	-0.2
COc1ccc(CCNC(=O)CSc2nnc3ccc(-c4cccnc4)nn23)cc1	14.0	9.4	0.6	-3.8	-0.2	0.6	5.1	-0.2
C/C(=N/NC(=O)c1nnn(-c2nonc2N)c1COc1ccccc1)c1ccccc1	-6.1	-1.6	0.3	-7.3	1.6	1.3	5.0	0.4
C[C@H](CO)N1C[C@H](C)[C@H](CN(C)C)Oc2cc(-c3ccc(C#N)cc3)ccc2S1(=O)=O	-1.0	-9.0	5.8	0.1	1.4	9.1	3.5	-2.0
O=C(O)c1ccc[nH]c1=S	-2.3	-0.4	-0.1	-4.3	1.2	3.0	1.6	-0.1
CSc1nc2ccc(NC(=O)C3=NN(c4ccccc4)C(=O)CC3)cc2s1	0.1	/	/	-1.4	0.2	/	7.9	0.0
S=c1[nH]nc(Cc2ccc(Cl)cc2)n1-c1ccc2c(c1)OCCO2	0.2	/	/	-2.8	0.9	4.6	4.9	0.0
CC(C)(C)OC(=O)N1CCN(C(=O)OCC2c3ccccc3-c3ccccc32)CC1C(=O)O (stereo not drawn)	-0.7	-2.9	-5.1	-3.0	0.3	/	-5.4	0.0
COC(=O)c1cc2c(cc1N)OCCO2	1.5	/	/	1.4	-1.8	/	-16.7	0.0
C[C@H]1CN([C@@H](C)CO)C(=O)Cc2cc(NC(=O)Nc3ccc(C(F)(F)F)cc3)ccc2O[C@@H]1CN(C)S(=O)(=O)c1ccccc1	-2.9	/	/	-5.7	14.3	1.1	9.6	0.0
COc1ccccc1C(=O)Nc1ncc2c(n1)CC(c1ccco1)CC2=O (stereo not drawn)	-3.7	-1.5	4.1	-37.7	-5.1	-2.6	-0.5	/
O=C(NC1CCCCC1)N1CC(=O)N2[C@H](CO)[C@H](c3ccc(/C=C/c4ccccc4)cc3)[C@@H]2C1	0.1	/	/	3.8	4.6	-1.6	8.3	0.2
Cn1c(O)c(N=NC(=O)CNC(=O)c2ccccc2)c2ccccc21	7.2	3.3	-2.0	0.7	-2.2	/	4.0	0.0
CCOC(=O)C1CCCN(CC(O)COCc2ccccc2OC)C1 (stereo not drawn)	-4.0	7.0	9.9	-2.0	-2.0	-3.2	-0.9	0.2
O=C(C[C@H]1C=C[C@@H](NC(=O)c2ccc3c(c2)OCO3)[C@H](CO)O1)NCc1ccc(F)cc1	2.8	6.1	6.0	-2.3	-2.8	-3.0	17.2	0.5
COc1ccc(-c2nc(Cn3c(SCc4ccccc4F)nc4ccncc43)c(C)o2)cc1	6.7	1.7	29.4	0.1	-5.1	3.2	-8.0	0.1
Cc1ccc(/C=C2/NC(=O)[C@H](C)NC2=O)cc1	2.4	-0.6	7.5	4.8	0.0	10.3	?	0.1
O=C(C[C@@H]1C=C[C@H](NC(=O)c2ccncc2)[C@H](CO)O1)Nc1ccc(-c2ccccc2)cc1	-2.4	-3.4	0.6	0.9	3.6	-14.4	-11.9	-0.4
COC(=O)c1cc2ccsc2n1Cc1ccccc1F	0.1	0.6	3.8	3.4	/	-5.2	/	0.0
O=C(Cn1nc(Cc2cccnc2)c2ccccc2c1=O)N1CCN(C(=O)c2ccco2)CC1	-2.1	-4.3	-4.7	-2.9	/	-4.3	3.4	0.0
C[C@@H]1CN([C@H](C)CO)C(=O)Cc2cc(NS(=O)(=O)c3ccccc3)ccc2O[C@@H]1CN(C)S(=O)(=O)c1cn(C)cn1	/	-3.1	6.6	/	0.8	-0.2	-0.5	0.2
Cc1ccccc1-c1noc(-c2cccs2)n1	4.4	-1.6	23.5	46.2	-3.5	3.9	-73.5	0.2
Cc1[nH]c2ccccc2c1SCc1nnc(SCc2ccc(Cl)cc2)n1C	5.2	-0.5	-8.1	3.3	0.2	/	9.5	0.1
NC(=O)c1sc2cc(C(F)(F)F)cnc2c1-c1ccccc1	-0.4	/	/	-8.0	-3.1	2.0	-19.4	0.0
c1ccc(-c2ccccc2OCCOCCN2CCCCC2)cc1	/	1.6	-6.9	/	/	-2.7	6.0	0.0
CC1=CC(C)(C)n2c(O)c(N=N)c3c(C)ccc1c32	-1.8	-1.4	-15.0	0.9	/	4.9	-1.8	0.0
CCCn1c(=O)n(C)c(=O)c2c(SCC(=O)NC34CC5CC(CC(C5)C3)C4)nc(CC(C)C)nc21	-1.5	/	/	-2.3	1.4	/	-8.1	0.0
CC(C)n1nc(C(=O)Nc2ccc3c(c2)OCO3)c2ccccc2c1=O	-7.6	-1.5	-1.4	1.7	-5.5	8.5	-17.4	0.1
CSCCNCc1cn(-c2ccc(F)cc2F)nc1-c1ccccc1C	-2.1	13.6	8.5	-9.7	-1.2	5.6	18.4	0.0
Cc1ccc(C)c(OCCC(=O)NCCc2ccc(Cl)cc2)c1	0.1	0.2	-4.0	2.2	-6.1	/	-12.4	0.3
CCS(=O)(=O)c1ccccc1C(=O)NC1CCCc2ccccc21 (stereo not drawn)	3.6	-0.3	13.2	-3.6	-3.1	-2.7	26.6	0.4
CCCCNc1cccc2c1S(=O)(=O)N[C@H](C)CO2	-3.6	/	/	-4.2	1.0	/	-7.8	0.2
C/C=C/c1ccc([C@H]2[C@@H](CN(C)S(C)(=O)=O)N(C(C)=O)[C@H]2CO)cc1	-2.8	-1.4	7.6	27.4	-1.9	5.9	8.9	0.2
C=CC(=O)NC1CC2CCC1(C)C2(C)C (stereo not drawn)	/	5.5	-3.7	2.6	0.9	-0.6	/	0.1

Assay outcomes as filed in PubChem.
